NS3 helicase inh: inhibitors of Hepatitis C virus NS3 helicase; NS3 helicase DNA unwinding, Cy5 molecular beacon fluorescence; inhibition, % at 10.9 µM; 290,000 compounds, 0.56% hits; AID 1800;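 active = inhibition above the mean of all tested compounds plus 3 SD, set per campaign, cut at about 35% in these data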;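 note: 0% = DMSO wells and 100% = thioflavine S control wells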
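System: HCV NS3 helicase fragment; control set: DMSO and thioflavine S; technique: Cy5 fluorescence at 0 and 60 min, beacon hairpin quenching; reagent: beacon DNA duplex substrate plus ATP; replicates: singlicate; schedule: 1 h reaction at 25 °C, ATP-initiated; medium: MOPS buffer pH 6.5 with MgCl2, DTT, Tween20, BSA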
IMP-1 inhibitor: blocks Pseudomonas aeruginosa IMP-1 metallo-beta-lactamase; 290,000 compounds, 0.45% hits; inhibition, % at 5.6 µM; purified IMP-1, nitrocefin hydrolysis, epi-absorbance fluorescence;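 active = inhibition above the mean plus 3 SD of all compounds in the same screening run, cut at about 4.5% in these data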;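 note: 0% = IMP-1 with DMSO and 100% = DMSO wells lacking enzyme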
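System: purified IMP-1 / Input: IMP-1 dispensed at 0.2 nM / Medium: 50 mM HEPES pH 7.1, 50 µM ZnSO4, 0.05% Brij 35 / Timing: 15 min enzyme–compound preincubation, then 25 min nitrocefin reaction, 25 °C / Technique: plate fluorescence quenching by hydrolysis product, ex 480/em 530 nm / Repeats: singlicate testing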
DNA FID counter: counter-screen for HCV NS3 helicase inhibitors: DNA intercalator displacement | inhibition, % at 7.9 µM | DNA fluorescent intercalator displacement, fluorescence | AID 1845 | 290,000 compounds, 0.17% hits; in the data active = inhibition above about 37%;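 note: 0% = vehicle and 100% = reference compound; higher means more ethidium bromide displaced from hairpin DNA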
M18AAP inhibitor: PfM18AAP enzyme inhibition. recombinant PfM18AAP, H-Glu-NHMec fluorogenic cleavage. inhibition, % at 7.35 µM. 290,000 compounds, 1.2% hits. AID 1822;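 active = inhibition above the campaign mean inhibition over all tested compounds plus 3 SD, cut at about 28% in these data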;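 note: 0% = plate median of test compound wells and 100% = 2 mM ZnCl2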
IDE cell inh: inhibits human insulin-degrading enzyme in HEK cells | P14735 | FAbetaB cleavage, fluorescence polarization | inhibition, % at 5.59 µM | 320,000 compounds, 0.41% hits | AID 434962;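 active = percent inhibition above the average of all tested compounds plus 3 SD, set per screening campaign, cut at about 16% in these data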;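 note: IDE supplied by intact live HEK cells; FP after avidin binding of uncleaved biotin substrate so inhibition keeps polarization high; 0% = DMSO wells and 100% = 60 µM reference IDE inhibitor Ii1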
Target sequence (P14735 whole entry, looked up): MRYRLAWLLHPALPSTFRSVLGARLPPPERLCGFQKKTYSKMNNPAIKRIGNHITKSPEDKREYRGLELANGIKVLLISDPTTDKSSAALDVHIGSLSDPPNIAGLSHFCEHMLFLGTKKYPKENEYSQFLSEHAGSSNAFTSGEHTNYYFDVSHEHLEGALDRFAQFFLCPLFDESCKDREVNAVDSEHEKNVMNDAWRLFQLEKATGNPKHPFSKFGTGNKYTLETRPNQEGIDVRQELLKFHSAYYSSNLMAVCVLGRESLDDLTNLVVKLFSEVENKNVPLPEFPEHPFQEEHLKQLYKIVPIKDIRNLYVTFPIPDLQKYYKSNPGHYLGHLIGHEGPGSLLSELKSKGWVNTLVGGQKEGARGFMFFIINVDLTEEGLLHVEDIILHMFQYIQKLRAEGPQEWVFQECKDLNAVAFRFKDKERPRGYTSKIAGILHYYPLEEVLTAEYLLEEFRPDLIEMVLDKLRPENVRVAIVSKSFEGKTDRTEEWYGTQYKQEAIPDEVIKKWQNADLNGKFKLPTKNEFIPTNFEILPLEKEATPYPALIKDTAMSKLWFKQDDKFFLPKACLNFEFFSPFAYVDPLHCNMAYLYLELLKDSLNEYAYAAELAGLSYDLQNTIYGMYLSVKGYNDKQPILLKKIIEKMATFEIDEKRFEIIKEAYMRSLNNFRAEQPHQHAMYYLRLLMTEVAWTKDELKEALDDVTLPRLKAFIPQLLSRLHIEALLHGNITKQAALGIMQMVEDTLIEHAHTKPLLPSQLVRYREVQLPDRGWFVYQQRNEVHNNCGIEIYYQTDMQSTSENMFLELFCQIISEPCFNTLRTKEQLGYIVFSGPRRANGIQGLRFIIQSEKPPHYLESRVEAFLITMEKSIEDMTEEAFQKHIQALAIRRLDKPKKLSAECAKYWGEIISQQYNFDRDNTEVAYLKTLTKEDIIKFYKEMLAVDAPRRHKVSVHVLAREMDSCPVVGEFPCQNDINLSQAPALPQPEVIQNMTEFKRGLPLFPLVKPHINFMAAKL
VIM-2 inhibitor: inhibitors of Pseudomonas aeruginosa VIM-2 metallo-beta-lactamase; purified VIM-2, nitrocefin hydrolysis, epi-absorbance fluorescence; inhibition, % at 5.6 µM; 290,000 compounds, 0.89% hits; AID 1527;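 active = inhibition above the mean of all tested compounds plus 3 SD, cutoff set per screening run, cut at about 7.5% in these data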;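 note: red hydrolysis product quenches plate fluorescence so inhibitors raise well fluorescence; 0% = enzyme with DMSO and 100% = DMSO without enzyme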
p-CIP stab down: lowers stability of the mouse p/CIP coactivator protein | F442A p/CIP-EGFP cells, EGFP fluorescence, 16 h | decrease of EGFP signal, % at 10 µM | 290,000 compounds, 0.01% hits | AID 1984;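 active = EGFP signal decrease of at least 30% at 10 µM or well 3 SD below plate mean, unless failing retest; inactive = the rest, including hits failing retest or dose response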; note: some compounds called inactive have numbers as strong as hits; many of its hits are not listed in these tables
SUMO HTRF inh: inhibitors of human SUMOylation (UBC9); inhibition, % at 35 µM; 290,000 compounds, 0.36% hits; P63279; HTRF SUMOylation assay, SAE1/SAE2 + UBC9, in vitro; in the data active = inhibition above about 50%, passing the limit was not always enough; note: strong numbers were not always called active
IDE cell activ: IDE (human) activation, cell-based | activation, % at 5.96 µM | HEK cells, FAbeta-B cleavage, fluorescence polarization; 0% vehicle, 100% cell-free pure enzyme wells | 340,000 compounds, 0.073% hits | P14735 | AID 493087;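 active = activation above the mean of all tested compounds plus 3 SD, set per screening campaign, cut at about 17% in these data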
Numbers without * were called inactive; nt = no result given.

# | Compound | NS3 helicase inh | IMP-1 inhibitor | DNA FID counter | M18AAP inhibitor | IDE cell inh | VIM-2 inhibitor | p-CIP stab down | SUMO HTRF inh | IDE cell activ
1 | O=C(CSc1nnc(CNC(=O)c2ccco2)o1)Nc1ccc(F)cc1F | 15.8 | -2.0 | -10.9 | 8.1 | 0.5 | -2.1 | -14.2 | 9.0 | -0.8
2 | CSCC(CO)NS(=O)(=O)c1ccc(C)cc1 (stereo unspecified) | 1.9 | -2.8 | -2.0 | -3.6 | -6.3 | -3.7 | -23.0 | -9.5 | 0.0
3 | COc1ccc(OC)c(C(=O)c2ccccn2)c1 | 2.6 | -3.5 | -3.6 | 0.2 | 2.3 | -0.9 | -0.2 | 2.4 | 1.8
4 | Cc1ccccc1NC(=O)/C(=C\c1cccs1)NC(=O)c1ccccc1 | -2.4 | -1.7 | -1.1 | -0.2 | -1.2 | -1.0 | -7.7 | 21.4 | 6.0
5 | CC(C)c1ccc(NC(=O)CCNC(=O)Cn2ccc3ccccc3c2=O)cc1 | 5.1 | -2.9 | -33.9 | 0.2 | 0.8 | -3.2 | -4.9 | 6.0 | 1.7
6 | CCOC(=O)Cc1c(C)c2ccc(N(CC)CC)cc2oc1=O | -2.4 | -4.2 | -24.3 | 6.5 | 4.0 | -0.8 | -6.1 | 16.8 | -2.0
7 | CS(=O)(=O)N(CC(=O)N1CCCC1)c1cc(Cl)ccc1Cl | 3.4 | -1.8 | 0.0 | 2.1 | -2.5 | -1.2 | -1.3 | -5.9 | 2.2
8 | COC(=O)/C(=C/c1cn(C)c2ccccc12)[N+](=O)[O-] | -6.0 | -2.4 | -0.6 | 6.0 | nt | -6.0 | 4.1 | 5.6 | nt
9 | CCC(C)[C@H](NC(=O)N1CC(=O)Nc2ccccc21)C(=O)N1CCC(C(=O)O)CC1 (stereo partly specified) | -0.2 | -0.3 | -5.6 | -8.0 | -6.6 | -3.1 | -8.1 | nt | 6.0
10 | CCC(=O)N1c2ccc(S(=O)(=O)N3CCN(C)CC3)cc2CC1C (stereo unspecified) | 4.9 | -1.1 | 4.9 | -1.4 | -0.3 | -1.1 | -2.3 | 7.5 | -4.5
11 | CN(C)C(=O)CSc1nnc(-c2ccc(F)cc2)c2ccccc12 | 4.4 | -2.6 | -20.2 | 1.9 | 3.3 | -0.3 | 7.1 | -9.1 | 9.4
12 | Cc1cc(C2(c3ccc(O)c(C)c3)C(=O)Nc3ccccc32)ccc1O | -8.4 | -1.4 | -2.0 | 2.5 | 2.5 | -6.5 | -1.3 | -27.6 | 5.3
13 | Cn1cc(CCC(=O)N2CCCC(CCC(=O)NCc3ccc(F)c(F)c3)C2)cn1 (stereo unspecified) | -10.6 | -1.3 | -8.8 | -2.7 | 4.2 | -1.2 | -4.3 | 1.5 | -0.6
14 | Cc1ccc(CNC(=O)CS(=O)(=O)c2ccccc2)cc1 | 5.4 | -2.1 | -11.6 | 8.9 | 4.0 | -2.7 | -2.9 | 15.5 | 3.0
15 | Cc1c(NC(=O)CSc2nnc(-c3cccc(Cl)c3)o2)c(=O)n(-c2ccccc2)n1C | 8.9 | -5.3 | -10.1 | -4.9 | 3.7 | -1.2 | -2.9 | -7.3 | 2.1
16 | Cc1cc(Cl)ccc1OCCn1cncn1 | 2.6 | -2.8 | -4.1 | 3.8 | -1.0 | -3.3 | 4.5 | 16.1 | 2.8
17 | CCN(CCCC(=O)c1ccc(F)cc1)CCc1ccccc1 | -19.6 | -0.9 | 15.1 | -6.5 | 0.0 | -0.1 | -6.7 | -1.6 | 1.2
18 | COc1ccc([N+](=O)[O-])cc1NS(=O)(=O)c1cc(C(=O)O)ccc1OC | 2.8 | -1.5 | 1.0 | 1.2 | 5.9 | -1.5 | -0.2 | -2.4 | 8.5
19 | COc1ccc(C2N(C(=O)CN3CCCC3)CCCN2S(=O)(=O)c2ccccc2)cc1 (stereo unspecified) | -3.4 | -2.7 | 7.0 | 1.7 | 9.0 | -1.0 | -8.2 | -4.7 | 4.7
20 | O=C1CC(c2ccccc2)c2c(O)cc(O)cc2O1 (stereo unspecified) | 3.2 | -2.0 | -2.2 | -4.1 | 2.4 | -2.8 | 1.4 | 2.9 | 5.7

3 entries from above, arranged by the number in NS3 helicase inh, descending.
nr | Molecule | NS3 helicase inh | IMP-1 inhibitor | M18AAP inhibitor | IDE cell inh | VIM-2 inhibitor | p-CIP stab down | SUMO HTRF inh | IDE cell activ
15 | Cc1c(NC(=O)CSc2nnc(-c3cccc(Cl)c3)o2)c(=O)n(-c2ccccc2)n1C | 8.9 | -5.3 | -4.9 | 3.7 | -1.2 | -2.9 | -7.3 | 2.1
18 | COc1ccc([N+](=O)[O-])cc1NS(=O)(=O)c1cc(C(=O)O)ccc1OC | 2.8 | -1.5 | 1.2 | 5.9 | -1.5 | -0.2 | -2.4 | 8.5
12 | Cc1cc(C2(c3ccc(O)c(C)c3)C(=O)Nc3ccccc32)ccc1O | -8.4 | -1.4 | 2.5 | 2.5 | -6.5 | -1.3 | -27.6 | 5.3

Continuation:
# | Compound | NS3 helicase inh | IMP-1 inhibitor | DNA FID counter | M18AAP inhibitor | IDE cell inh | VIM-2 inhibitor | p-CIP stab down | SUMO HTRF inh | IDE cell activ
21 | CCOC(=O)Nc1nc2ccccc2s1 | 7.6 | -3.5 | 3.5 | 4.9 | -0.1 | -4.4 | -14.5 | 15.7 | 4.5
22 | CCc1nnc(NC(=O)CCC(=O)NCc2ccccc2Cl)s1 | 0.3 | -0.3 | -11.9 | -6.7 | 3.3 | 0.0 | 5.0 | 0.8 | -3.9
23 | Cc1ncc([N+](=O)[O-])n1CCN1C(=O)c2ccccc2C1=O | -7.8 | -3.7 | -4.6 | -1.5 | 9.8 | -3.0 | -11.6 | 28.2 | 2.3
24 | Cc1cc(=O)n2[nH]c(-c3ccc(Cl)cc3)cc2n1 | -5.8 | -1.0 | 0.4 | -5.1 | -2.8 | -1.0 | -8.1 | 18.1 | 7.7
25 | COc1ccc(NC(=S)Nc2cccnc2)c(OC)c1 | 4.1 | -3.3 | -0.1 | 4.2 | 2.1 | -0.6 | -7.7 | 7.7 | 0.7
26 | COc1cc(Cl)c(C)cc1NC(=O)COC(=O)c1cc(SC)ccc1Cl | 5.2 | -2.3 | -2.1 | -6.0 | 0.3 | -0.7 | -8.2 | 1.8 | -3.7
27 | Cc1cc(C(=O)N/N=C(\CCC(=O)O)c2cccs2)c2ccccc2n1 | -5.5 | -2.5 | -6.7 | -11.5 | -1.3 | -0.8 | 0.7 | 7.1 | 1.8
28 | CC(NC(=O)c1cccnc1)C(c1cccs1)N1CCOCC1 (stereo unspecified) | -3.9 | -2.4 | -2.6 | 0.5 | -13.3 | -2.9 | -0.2 | 17.2 | 2.2

Some of these compounds in order of molar mass, lowest first.
# | Compound | NS3 helicase inh | IMP-1 inhibitor | DNA FID counter | M18AAP inhibitor | IDE cell inh | VIM-2 inhibitor | p-CIP stab down | SUMO HTRF inh | IDE cell activ
21 | CCOC(=O)Nc1nc2ccccc2s1 | 7.6 | -3.5 | 3.5 | 4.9 | -0.1 | -4.4 | -14.5 | 15.7 | 4.5
16 | Cc1cc(Cl)ccc1OCCn1cncn1 | 2.6 | -2.8 | -4.1 | 3.8 | -1.0 | -3.3 | 4.5 | 16.1 | 2.8
20 | O=C1CC(c2ccccc2)c2c(O)cc(O)cc2O1 (stereo unspecified) | 3.2 | -2.0 | -2.2 | -4.1 | 2.4 | -2.8 | 1.4 | 2.9 | 5.7
24 | Cc1cc(=O)n2[nH]c(-c3ccc(Cl)cc3)cc2n1 | -5.8 | -1.0 | 0.4 | -5.1 | -2.8 | -1.0 | -8.1 | 18.1 | 7.7
14 | Cc1ccc(CNC(=O)CS(=O)(=O)c2ccccc2)cc1 | 5.4 | -2.1 | -11.6 | 8.9 | 4.0 | -2.7 | -2.9 | 15.5 | 3.0
17 | CCN(CCCC(=O)c1ccc(F)cc1)CCc1ccccc1 | -19.6 | -0.9 | 15.1 | -6.5 | 0.0 | -0.1 | -6.7 | -1.6 | 1.2
28 | CC(NC(=O)c1cccnc1)C(c1cccs1)N1CCOCC1 (stereo unspecified) | -3.9 | -2.4 | -2.6 | 0.5 | -13.3 | -2.9 | -0.2 | 17.2 | 2.2
12 | Cc1cc(C2(c3ccc(O)c(C)c3)C(=O)Nc3ccccc32)ccc1O | -8.4 | -1.4 | -2.0 | 2.5 | 2.5 | -6.5 | -1.3 | -27.6 | 5.3
22 | CCc1nnc(NC(=O)CCC(=O)NCc2ccccc2Cl)s1 | 0.3 | -0.3 | -11.9 | -6.7 | 3.3 | 0.0 | 5.0 | 0.8 | -3.9
27 | Cc1cc(C(=O)N/N=C(\CCC(=O)O)c2cccs2)c2ccccc2n1 | -5.5 | -2.5 | -6.7 | -11.5 | -1.3 | -0.8 | 0.7 | 7.1 | 1.8
26 | COc1cc(Cl)c(C)cc1NC(=O)COC(=O)c1cc(SC)ccc1Cl | 5.2 | -2.3 | -2.1 | -6.0 | 0.3 | -0.7 | -8.2 | 1.8 | -3.7
13 | Cn1cc(CCC(=O)N2CCCC(CCC(=O)NCc3ccc(F)c(F)c3)C2)cn1 (stereo unspecified) | -10.6 | -1.3 | -8.8 | -2.7 | 4.2 | -1.2 | -4.3 | 1.5 | -0.6
19 | COc1ccc(C2N(C(=O)CN3CCCC3)CCCN2S(=O)(=O)c2ccccc2)cc1 (stereo unspecified) | -3.4 | -2.7 | 7.0 | 1.7 | 9.0 | -1.0 | -8.2 | -4.7 | 4.7
15 | Cc1c(NC(=O)CSc2nnc(-c3cccc(Cl)c3)o2)c(=O)n(-c2ccccc2)n1C | 8.9 | -5.3 | -10.1 | -4.9 | 3.7 | -1.2 | -2.9 | -7.3 | 2.1

From PubChem BioAssay

Random draw from the library; any-hit rate near 3.6%.
